Screening data: PubChem BioAssay, National Center for Advancing Translational Sciences (NCATS)
HTT cytoprotect – qHTS Multiplex Assay to Identify Dual Action Probes in a Cell Model of Huntington: Cytoprotection (ATP); PC12 HTT-Q103 induced, cytoprotection, ATP luminescence, 40 h; Potency, µM (doses to about 56.4 µM), inactives show cytoprotection (ATP increase), usual class: activators; 0.14% of 230,000 active; AID 1471, 2008;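 note: % of control where 0% means no effect; nearly all actives have a fitted effect of over 45% in size; toxic huntingtin expression switched on by the ecdysone agonist tebufenozide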
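Huntington model: PC12 line, ecdysone-inducible HTTQ103 exon1–GFP, tebufenozide 100 nM. Test articles in a dose series. Endpoint luminescence from cellular ATP.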
Tau fibril ThT – qHTS for Inhibitors of Tau Fibril Formation, Thioflavin T Binding. Microtubule-associated protein tau (Homo sapiens), P10636. recombinant tau K18 P301L, heparin-induced fibrillization, ThT fluorescence. Potency, µM (highest dose often 57.4 µM), for inactives: at the highest dose activity, negative = inhibition, actives largely listed as inhibitors. 2.1% of 270,000 active; note: % is set by controls: 0 for no effect and ±100 for the full control effect; nearly all actives have a fitted effect of over 55% in size
Target sequence (P10636 561-689 P618L limits assumed): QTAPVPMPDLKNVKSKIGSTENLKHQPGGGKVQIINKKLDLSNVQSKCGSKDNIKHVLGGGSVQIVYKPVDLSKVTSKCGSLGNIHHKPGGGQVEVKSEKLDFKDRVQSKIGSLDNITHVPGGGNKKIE
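Recombinant human tau K18 fragment […] carrying P301L, 15 uM unlabeled plus 0.24 uM Alexa 594-labeled, was fibrillized with 20 uM heparin in 100 mM sodium acetate pH 7 for 6 hr at 37 C; 30 uM ThT fluorescence read after 1 hr.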
Tau fibril FP – qHTS for Inhibitors of Tau Fibril Formation, Fluorescence Polarization; Microtubule-associated protein tau (Homo sapiens), P10636; K18 P301L tau heparin fibrillization, Alexa594 FP, 6 h; Potency, µM (top dose mostly 57.7 µM), for inactives: at the highest dose activity, negative = inhibition, actives largely listed as inhibitors; 0.39% of 280,000 active; AID 1468, 2008; note: % is set by controls: 0 for no effect and ±100 for the full control effect; nearly all actives have a fitted effect of over 55% in size
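Compound effects on tau fibrillization are measured by Alexa 594 fluorescence polarization (ex 555, em 632 nm). K18 P301L tau is used at 15 uM with 0.24 uM labeled tracer, and 20 uM heparin induces aggregation over 6 hr at 37 C.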
Tau fluor cs – Counterscreen qHTS for Inhibitors of Tau Fibril Formation, Fluorescence Polarization; tau K18 P301L (four-repeat tau fragment) Alexa594 fluorescence, heparin fibrillization; Potency, µM (highest dose often 57.7 µM), for the others: top-dose activity change, negative = decrease; 0.93% of 280,000 active; AID 1463, 2008; note: % is set by controls: 0 for no effect and ±100 for the full control effect; nearly all actives have a fitted effect of over 55% in size
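Human K18 P301L tau (15 uM unlabeled plus 0.24 uM Alexa 594-labeled, final) in 100 mM sodium acetate pH 7 was mixed with compound and 20 uM heparin and incubated 6 hr at 37 C.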
TR SRC2 fluor cs – Total Fluorescence Counterscreen for Inhibitors of the Interaction of Thyroid Hormone Receptor and Steroid Receptor Coregulator 2. TRb/SRC2 Texas Red total fluorescence interference. AID 1479, 2009. 0.29% of 280,000 active. Potency, µM (doses to about 106 µM), for inactives: at the highest dose fluorescence change, negative = quenching; active = well fitted curve in either direction with a large enough effect; inconclusive = small, poorly fitted or top-dose-only effect; note: % is set by controls: 0 for no effect and ±100 for the full control effect
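Flags fluorescent or light-absorbing compounds by total fluorescence, S + 2P, at 555 nm excitation and 632 nm emission. Mixture: 20 nM Texas Red SRC2 peptide, 0.6 uM human TRb LBD, 1 uM T3, 5% DMSO; compound exposure 5 h at ambient temperature.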
TRb-SRC2 inh – qHTS for Inhibitors of the Interaction of Thyroid Hormone Receptor and Steroid Receptor Coregulator 2 | TRbeta-SRC2 peptide binding, fluorescence polarization; receptor liganded with 1 µM T3 | 0.065% of 280,000 active | Potency, µM (series often up to 106 µM), without a hit: at the top dose activity change, negative = inhibition, actives largely listed as inhibitors | Thyroid hormone receptor beta (Homo sapiens), P10828;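 note: plate controls were bound peptide for no effect and peptide without receptor for full effect; nearly all actives have a fitted effect of over 50% in size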
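TRb LBD 0.6 uM + Texas Red SRC2 peptide 20 nM, 1 uM T3, Tris buffer w/ 5% DMSO; compound pinned, 5 h RT; FP read ex 555/em 632; normalized to unbound and bound controls.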
L3MBTL1 inh – qHTS Assay for the Inhibitors of L3MBTL1. Lethal(3)malignant brain tumor-like protein 1 (Homo sapiens), Q9Y468. AlphaScreen L3MBTL1–H3K9me1 peptide binding. Potency, µM (titrated, usually from 57.1 µM), without a hit: top-dose activity, negative = inhibition, most hits filed as inhibitors. 0.66% of 230,000 active. AID 485360, 2010; note: % is set by controls: 0 for no effect and ±100 for the full control effect; nearly all actives have a fitted effect of over 60% in size
Target sequence (Q9Y468 whole entry, looked up): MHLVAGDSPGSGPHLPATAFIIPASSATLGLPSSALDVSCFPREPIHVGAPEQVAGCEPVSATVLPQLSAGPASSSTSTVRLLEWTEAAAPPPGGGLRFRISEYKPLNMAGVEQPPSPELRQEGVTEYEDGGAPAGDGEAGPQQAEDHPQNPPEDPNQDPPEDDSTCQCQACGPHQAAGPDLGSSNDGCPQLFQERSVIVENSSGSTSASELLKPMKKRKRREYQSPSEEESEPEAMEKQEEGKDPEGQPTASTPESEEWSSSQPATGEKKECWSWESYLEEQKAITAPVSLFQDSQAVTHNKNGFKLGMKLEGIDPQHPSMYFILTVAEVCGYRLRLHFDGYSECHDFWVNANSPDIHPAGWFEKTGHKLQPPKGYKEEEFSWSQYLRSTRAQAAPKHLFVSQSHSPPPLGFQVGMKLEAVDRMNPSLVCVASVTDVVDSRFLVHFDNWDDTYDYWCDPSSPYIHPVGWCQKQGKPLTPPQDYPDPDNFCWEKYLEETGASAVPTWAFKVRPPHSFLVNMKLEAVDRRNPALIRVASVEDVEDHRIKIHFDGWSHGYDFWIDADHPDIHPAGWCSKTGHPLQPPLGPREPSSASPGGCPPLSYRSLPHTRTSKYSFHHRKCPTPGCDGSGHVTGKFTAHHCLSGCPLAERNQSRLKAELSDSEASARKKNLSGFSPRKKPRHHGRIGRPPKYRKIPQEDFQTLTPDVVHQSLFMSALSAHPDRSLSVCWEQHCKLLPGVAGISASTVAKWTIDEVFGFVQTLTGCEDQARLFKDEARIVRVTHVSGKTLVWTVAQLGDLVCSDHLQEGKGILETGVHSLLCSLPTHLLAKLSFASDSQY
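Displacement of a biotinylated histone H3(1-15) peptide monomethylated at Lys9 (75 nM) from L3MBTL1 (50 nM) was measured by AlphaScreen after a 30 min room-temperature compound incubation; cefsulodin titration served as intraplate control.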
RECQ1 inh – qHTS Assay for Inhibitors of RecQ-Like Dna Helicase 1 (RECQ1); ATP-dependent DNA helicase Q1 (Homo sapiens), P46063; RECQ1 DNA unwinding, red fluorescence kinetic read; Potency, µM (highest dose often 57.3 µM), for the others: top-dose activity, negative = inhibition, most hits filed as inhibitors; 0.54% of 240,000 active;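 note: plate controls were vehicle for no effect and no enzyme for full effect; nearly all actives have a fitted effect of over 30% in size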
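50 nM RECQ1T1 preincubated 15 min with compound in Tris pH 8.0 buffer with MgCl2, DTT, Tween-20 and 2.5 ug/ml poly(dI-dC); started with 200 nM TAMRA/BHQ-2 forked duplex and 2 mM ATP. Unwinding read as fluorescence (525/598 nm), two reads 2 h apart.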
* hit, by the source's call; i = inactive; ? = inconclusive; · = no result given; & = joins results of further samples; [ ] = remark or other dose. Unless noted, calls come from the whole dose curve; as a rule, active = well fitted curve in the direction sought with a large enough effect; inconclusive = small, poorly fitted or top-dose-only effect, or another doubt; inactive = no such curve, though single readings can be large; an effect the other way counts as inactive or inconclusive. Potency is the fitted concentration of half-maximal effect. This is a subset; count on the stated rates, not on these rows.

mol,TR SRC2 fluor cs,Tau fibril ThT,TRb-SRC2 inh,Tau fluor cs,HTT cytoprotect,Tau fibril FP,L3MBTL1 inh,RECQ1 inh
CC(=O)c1ccc(N(C(=O)c2ccco2)C(C(=O)NC2CCCC2)c2ccc(N3CCOCC3)cc2)cc1 (centres undefined),1%,3%,12%,0%,·,-1%,-6%,i
O=C1CC(N2CCC(c3nc4ccccc4o3)CC2)C(=O)N1c1ccc(Cl)c(C(F)(F)F)c1 (centres undefined),0%,-12%,4%,-12%,-11%,8%,-5%,-14%
O=c1[nH]c2ccccc2c(=O)n1Cc1ccco1,-7%,3%,-8%,-4%,9%[10 µM],5%,-2%,i
CCC1(CC)C(=O)NN(c2ccccc2)C1=O,0%,-8%,-5%,-3%,-9%[1.9 µM],-4%,7%,-5%
Cc1ccc(Cn2cnc3sc4c(c3c2=O)CCC4)c(C)c1,-1%,?,-18%,-14%,26%[1.9 µM],-4%,4%,-2%
CCCCN(CC)CCNC(=O)c1cn(CCOC)c(=O)c2c1c1ccccc1n2C,7%,-11%,0%,-21%,·,-9%,·,·
CCOC(=O)N1CCC(NC(=O)c2cc(S(=O)(=O)N3CCc4ccccc43)cn2C)CC1,0%,-18%,2%,-19%,-4%,-6%,5%,i
CC12CC(NC(=O)N1c1cccc(C(=O)N3CCN(c4ccccn4)CC3)c1)c1ccccc1O2 (centres undefined),0%,-14%,2%,-9%,6%,-9%,·,i
Cc1ccc(SCCC(=O)N2CCOCC2)cc1,-1%,3%,-3%,7%,-19%[0.074 µM],11%,-5%,-2%
Cc1ccc(S(=O)(=O)N(CC(=O)N2CCc3ccccc3C2)c2cccc(Cl)c2)cc1,0%,-17%,8%,-24%,-21%,7%,-1%,-12%

Part of the list above in order of formula weight, descending:
mol,TR SRC2 fluor cs,Tau fibril ThT,TRb-SRC2 inh,Tau fluor cs,HTT cytoprotect,Tau fibril FP,L3MBTL1 inh,RECQ1 inh
CC(=O)c1ccc(N(C(=O)c2ccco2)C(C(=O)NC2CCCC2)c2ccc(N3CCOCC3)cc2)cc1 (centres undefined),1%,3%,12%,0%,·,-1%,-6%,i
CC12CC(NC(=O)N1c1cccc(C(=O)N3CCN(c4ccccn4)CC3)c1)c1ccccc1O2 (centres undefined),0%,-14%,2%,-9%,6%,-9%,·,i
CCOC(=O)N1CCC(NC(=O)c2cc(S(=O)(=O)N3CCc4ccccc43)cn2C)CC1,0%,-18%,2%,-19%,-4%,-6%,5%,i
Cc1ccc(S(=O)(=O)N(CC(=O)N2CCc3ccccc3C2)c2cccc(Cl)c2)cc1,0%,-17%,8%,-24%,-21%,7%,-1%,-12%
CCCCN(CC)CCNC(=O)c1cn(CCOC)c(=O)c2c1c1ccccc1n2C,7%,-11%,0%,-21%,·,-9%,·,·
Cc1ccc(Cn2cnc3sc4c(c3c2=O)CCC4)c(C)c1,-1%,?,-18%,-14%,26%[1.9 µM],-4%,4%,-2%
Cc1ccc(SCCC(=O)N2CCOCC2)cc1,-1%,3%,-3%,7%,-19%[0.074 µM],11%,-5%,-2%

Continuation.
mol,TR SRC2 fluor cs,Tau fibril ThT,TRb-SRC2 inh,Tau fluor cs,HTT cytoprotect,Tau fibril FP,L3MBTL1 inh,RECQ1 inh
O=C(O)Cn1cnc2c(oc3ccccc32)c1=O,3%,-8%,2%,-10%,16%[10 µM],-3%,-5%,i
CN(c1ccc(C(=O)Nc2ccc(S(=O)(=O)N3CCCC3)cc2)cc1)S(C)(=O)=O,-2%,-4%,-2%,-22%,28%[10 µM],-13%,-6%,-2%
CC(=O)CCc1oc2ccc([N+](=O)[O-])cc2c1-c1ccc(C)o1,-4%[53 µM],?,4%[53 µM],?,-14%[10 µM],5%,-7%,-3%
CCn1c(SC)nnc1-c1nn(-c2ccccc2)ccc1=O,-1%,-4%,8%,0%,-46%[inhibitor],-1%,11%,-1%
COc1ccc(NC(=O)c2sc3nc(-c4cc5cccc(OC)c5oc4=O)[nH]c(=O)c3c2C)cc1,-15%,2%,-4%,4%,·,9%,·,·
CCCOc1ccc2c(CC)cc(=O)oc2c1C,0%,?,5%,-18%,6%[10 µM],-2%,17%,-1%
COc1ccc(-n2c(=O)c3sc4ccccc4c3n(CC(=O)NCc3ccccc3)c2=O)cc1,0%,14%,0%,5%,·,?,·,·
Cc1ccc(NC(=O)C2CCN(S(=O)(=O)c3cccc4nonc34)CC2)nc1,-3%,-12%,-9%,-10%,-8%,0%,0%,-4%
O=C1c2ccccc2C(Nc2ccc(Cl)cn2)N1c1ccccn1 (centres undefined),-2%,-12%,-7%,-15%,0%,-12%,29%,2%
O=C1OC(c2ccccc2)=C/C1=C/c1cccs1,-3%,3.2µM*,1%,?,3%[10 µM],?,-24%,-15%
CCc1ccc(C2C(C#N)=C(N)N(N3CCOCC3)C3=C2C(=O)CC(C)(C)C3)s1 (centres undefined),-4%,-9%,-4%,-8%,-41%[inhibitor],9%,·,-7%
CCN1C(=O)c2ccccc2Sc2ccc(NC(=O)Nc3ccccc3OC)cc21,-4%,7%,-3%,?,·,?,·,·
Cn1c(-c2cccs2)[n+](C)c2ccccc21,-7%,-7%,-1%,-8%,-25%,?,?,i
CCCC(=O)Nc1nnc(CC(=O)N2CCCC2)s1,-1%,3%,2%,2%,1%,3%,-1%,8%
CCOC(=O)C(C)Sc1ncc(-c2ccccc2)cn1 (centres undefined),-2%,-13%,8%,-6%,-3%[10 µM],-6%,5%,11%
CCNNC(=O)C(O)(c1cccc(C)c1)c1cccc(C)c1,-5%,1%,4%,3%,15%[1.9 µM],2%,12%,-7%
CCN=c1scc(-c2ccc3c(c2)NC(=O)CO3)n1N=C1CCCC1,-5%,?,-1%,?,-43%[inhibitor],4%,-10%,-12%
CCS(=O)(=O)N1N=C(c2ccc(C)cc2)CC1c1cc2ccc(OC)cc2nc1Cl (centres undefined),-2%,-9%,7%,?,·,40µM*,·,·
CC1=CC(C)=Nc2ccc(C)cc2N1,3%&-3%,-19%&-15%,-5%&8%,-5%&-10%,?,7%&6%,·,24%
O=C(COc1cccc2ccccc12)NNC(=O)c1cnccn1,-2%,-11%,-2%,1%,-3%[10 µM],-3%,15%,-8%
COc1ccc(OC)c(N(CC(=O)Nc2cccnc2)S(=O)(=O)c2ccc(OC)c(OC)c2)c1,1%,-2%,-2%,9%,6%,8%,3%[11.4 µM],i
CCN(CC)c1ccc2cc(-c3nc4ccccc4n3C)c(=O)oc2c1,-4%,?,3%,-9%,-107%[inhibitor],5%,22%,-8%
Nc1nc2c(ncn2C2CC(O)C(CO)O2)c(=O)[nH]1 (centres undefined),-13%,3%,4%,-2%,·,?,·,i
CCCCS(=O)CC(COC)OC(=O)c1ccccc1 (centres undefined),-3%,0%,1%,2%,33%[10 µM],-5%,3%,-5%
CSc1ccc(NC(=O)Nc2ccc(C(=O)NCC(=O)O)cc2)cc1,-5%,?,2%,?,1%[10 µM],?,-13%,-16%
Cc1cc(Nc2cnc3ccccc3n2)n(-c2ccccc2)n1,-1%,-10%,-10%,-2%,-10%,8%,6%,-13%
O=C(Nc1ccc2c(c1)CCC2)c1cccc(F)c1,1%,-14%,-5%,-10%,·,2%,7%,i
CCOc1ccc(-c2c(C(=O)N/N=C/c3ccc(O)cc3)nnn2-c2nonc2N)cc1,-4%,5%,3%,-11%,-2%[10 µM],11%,-1%,-4%
Cc1ccc(Nc2c(-c3ccco3)nc3ccccn23)cc1,10%,-4%,8%,0%,-14%[10 µM],3%,-14%,-2%
CCOC(=O)c1c(N)sn(-c2ccccc2C)c1=S,-3%,?,3%,-18%,-18%,?,-2%,-6%
CCOc1ccc(-n2c(=O)c3c(C)c(C)sc3n(CC(=O)c3ccccc3)c2=O)cc1,1%,-11%,3%,-19%,·,-5%,·,·
Cc1cccc(NC(=O)CCC(=O)OCc2ccc(Br)cc2)c1,-2%,4%,-5%,-16%,5%[10 µM],-2%,8%,-3%
O=C(NCc1ccncc1)C(=O)N/N=C/c1ccccc1OCc1ccccc1,-3%,-8%,1%,-2%,-22%,1%,·,-3%
Nc1nonc1-c1noc(N2CCCCC2)n1,-2%,-4%,-5%,4%,-20%,10%,11%,-13%
CN(C)CCCNC(=O)/C(=C\c1ccc(-c2cccc([N+](=O)[O-])c2)o1)NC(=O)c1ccccc1,-7%,?,2%,-9%,·,4%,-2%,i
